# Source: PubChem BioAssay
# ERAP1 HTS inh – human ERAP1 aminopeptidase inhibitors, primary screen, biochemical, single point, plate reader | hit rate 0.15% among 340,000 | recombinant ERAP1, Leu-AMC fluorescence, 60 min | inhibition, % at 10.7 µM | Endoplasmic reticulum aminopeptidase 1 (Homo sapiens), Q9NZ08;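 active means mean replicate inhibition of at least 30%, or all replicates individually reaching that 30% level; inactive means mean below 30% and not every replicate reaching it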;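 further: 0% = neutral control wells and 100% = L-leucinethiol positive control wells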
# Target sequence (Q9NZ08 whole entry, looked up): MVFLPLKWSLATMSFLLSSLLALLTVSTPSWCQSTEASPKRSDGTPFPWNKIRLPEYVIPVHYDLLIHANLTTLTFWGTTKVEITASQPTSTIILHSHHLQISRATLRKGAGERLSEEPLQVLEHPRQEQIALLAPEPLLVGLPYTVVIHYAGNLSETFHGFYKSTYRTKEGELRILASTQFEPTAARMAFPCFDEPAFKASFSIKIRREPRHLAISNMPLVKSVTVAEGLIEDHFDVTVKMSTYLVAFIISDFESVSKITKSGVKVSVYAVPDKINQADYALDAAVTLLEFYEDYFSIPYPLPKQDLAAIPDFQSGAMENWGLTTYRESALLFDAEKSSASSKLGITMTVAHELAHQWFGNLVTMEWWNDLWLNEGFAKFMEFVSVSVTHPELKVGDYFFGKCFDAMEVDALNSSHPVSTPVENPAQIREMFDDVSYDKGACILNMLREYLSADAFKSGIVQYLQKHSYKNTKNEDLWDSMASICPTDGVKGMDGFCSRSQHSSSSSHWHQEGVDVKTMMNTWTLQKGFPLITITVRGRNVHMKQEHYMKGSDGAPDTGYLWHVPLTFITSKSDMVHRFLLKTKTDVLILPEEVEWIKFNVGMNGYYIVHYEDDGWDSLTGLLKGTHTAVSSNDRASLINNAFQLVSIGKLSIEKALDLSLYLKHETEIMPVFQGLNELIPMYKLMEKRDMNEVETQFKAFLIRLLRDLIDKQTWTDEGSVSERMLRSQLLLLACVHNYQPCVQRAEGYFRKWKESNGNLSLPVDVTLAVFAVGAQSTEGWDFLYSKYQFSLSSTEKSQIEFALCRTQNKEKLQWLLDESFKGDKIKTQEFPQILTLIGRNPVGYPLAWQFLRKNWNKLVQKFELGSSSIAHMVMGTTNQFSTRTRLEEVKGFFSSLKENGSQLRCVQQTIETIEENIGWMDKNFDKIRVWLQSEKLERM
# PGC1a acetyl inh – inhibitors of PGC1a acetylation signal, primary screen, cell-based, U2OS, AlphaScreen, inhibitor mode. AlphaScreen anti-acetyl-lysine; with virally co-expressed GCN5 acetyltransferase. inhibition, % at 15.6 µM. hit rate 0.17% among 350,000;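 active means every replicate shows inhibition of at least 40%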;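 further: 0% = neutral control wells and 100% = positive control wells; some results beyond the cut were filed as inactive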
# PglD DTNB – C. jejuni PglD acetyltransferase inhibitors, primary screen, biochemical, DTNB colorimetric, single point; UDP-N-acetylbacillosamine N-acetyltransferase PglD (Campylobacter jejuni); purified PglD enzyme, DTNB colorimetric CoA detection; inhibition, % at 12.5 µM; hit rate 0.098% among 360,000; in the data active means inhibition above about 16%, passing the limit was not always enough; further: strong numbers were not always called active
# PAX8 reporter – inhibitors of PAX8-driven TPO luciferase reporter, primary screen, RMG-I cells, single concentration; inhibition, % at 12.6 µM; hit rate 1.2% among 360,000; SteadyGlo, 24 h;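 active means mean replicate inhibition at least 60% with every replicate also reaching 60%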;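 further: luciferase light reporting Pax8 driven TPO promoter activity; plate controls were median of neutral control wells for no effect and mitoxantrone controls for full effect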
# EWS-Fli inh – EWS/Fli-driven NR0B1 reporter inhibitors, primary screen, A673 cells, NR0B1 luciferase, luminescence, MLPCN library | AID 651661, 2012 | viability-normalised | inhibition, % at 12.6 µM | hit rate 0.67% among 350,000;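 active means mean inhibition of at least 50% after viability correction, with every replicate also passing that limit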;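 further: firefly luciferase signal divided by Alamar Blue viability fluorescence both relative to DMSO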
# FN deposit inh – inhibitors of fibronectin matrix deposition, primary screen, AH1F cells, Alexa488-fibronectin fluorescence, plate reader; AH1F fibroblasts, overnight; AID 743247, 2014; inhibition, % at 12.6 µM; hit rate 0.086% among 350,000;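 active means mean inhibition across replicates of 30% or more, regardless of how many single replicates reach that level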;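 further: positive control wells lacked labelled fibronectin entirely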
#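 Material: AH1F fibroblasts assembling fluorescent fibronectin matrix; amount: 10000 AH1F cells/well; medium: DMEM, 2% serum; reagent: Alexa488-fibronectin, 24 nM final in well; dosing: single compound dose, delivered by pin transfer; incubation: 1 h adhesion, overnight exposure; detection: fluorescence after three HBSS washes, excitation 485 nm, emission 525 nm; measure: fibronectin deposition inhibition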
# S100A4 inh HTS – inhibitors of S100A4-myosin IIA peptide binding, primary screen, biochemical, fluorescence polarization, TAMRA-MyoIIA peptide; Protein S100-A4 (Homo sapiens), P26447; inhibition, % at 10.7 µM; hit rate 0.14% among 360,000;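 active means mean inhibition of at least 70% across replicates, with every replicate also reaching that level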
# Target sequence (P26447 whole entry, looked up): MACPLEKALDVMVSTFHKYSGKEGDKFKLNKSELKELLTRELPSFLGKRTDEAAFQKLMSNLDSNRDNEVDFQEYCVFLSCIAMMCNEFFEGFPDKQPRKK
#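 Test system – S100A4 monomer (human) · Compound – single-point compound testing · Schedule – 5 min incubation before reading · Probe or stimulus – TAMRA-labelled myosin IIA heavy-chain peptide probe, 5 nM · Benchmarks – neutral control DMSO, positive control TFP · Medium – Calcium-containing HEPES buffer, pH 7.2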
# LGR2 antag – inhibitors of bursicon-induced LGR2 CRE-luciferase signal, primary screen, cell-based, HEK293, CRE-luciferase reporter, bursicon stimulation; Drosophila bursicon receptor LGR2 (rickets); bursicon-stimulated, 4 h; inhibition, % at 9.99 µM; hit rate 0.35% among 380,000; AID 720647, 2013;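 active means drop in luminescence signal, shown as inhibition above about 50% in the replicate tests, limit read from the data, passing the limit was not always enough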;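 further: agonist challenge used bursicon conditioned medium at about half maximal strength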
# Active calls of the source: *; x = not tested or not shown; & = joins results of further samples.
(1) Nc1nnn(CC(=O)N/N=C/c2cn[nH]c2-c2ccccc2)n1
(2) CCOC(=O)/C=C/c1ccc(C(F)(F)F)cc1S(=O)(=O)NC(C)(C)C
(3) Cc1ccc(S(=O)(=O)Nc2ccc3c(c2)C(=O)N([C@H](C)CO)C[C@@H](C)[C@@H](CN(C)C(=O)NC2CCCCC2)O3)cc1
(4) CO[C@@H]1CN(C)C(=O)c2cc(NC(=O)c3cc(C)on3)ccc2OC[C@H](C)N(C(C)=O)C[C@@H]1C
(5) O=C(Nc1ccn(CCCNCCCN2CCCC2=O)c(=O)n1)OCc1ccccc1
(6) CC(C)(CNC(=O)Cc1ccc(Cl)cc1Cl)N1CCOCC1

assay / entry	1	2	3	4	5	6
PGC1a acetyl inh	0	-6	4	9	7	x
EWS-Fli inh	7	-5	-5	-5	-5	-4
FN deposit inh	3	-18	x	-4	-8	-7
ERAP1 HTS inh	1	x	-1	1	x	3
PglD DTNB	0	7	0	-5	5	-2
LGR2 antag	5	-10	29	-6	-12	-4
S100A4 inh HTS	4	1	0	-6	-5	-2
PAX8 reporter	3	-8	16	x	-29	-7

(7) CC(C)(C)OC(=O)N1Cc2ccccc2C[C@H]1C(=O)NCC(=O)NC1CCCCC1
(8) O=C(C[C@H]1C=C[C@H](NC(=O)c2cccnc2)[C@H](CO)O1)NCc1ccncn1
(9) C[C@@H]1CN([C@@H](C)CO)C(=O)c2cc(N(C)C)ccc2O[C@@H]1CN(C)S(=O)(=O)c1ccc(Cl)cc1
(10) CCCCn1c(N)c(N(CCOC)C(=O)c2cccc(S(=O)(=O)N(C)c3ccc(C)cc3)c2)c(=O)[nH]c1=O
(11) COC(=O)C[C@H]1CC[C@@H]2[C@@H](COc3ccc(NC(=O)c4ccccc4)cc3C(=O)N2C)O1
(12) O=C(Oc1ccc(/C=N/O)cc1)c1ccccc1

assay / entry	7	8	9	10	11	12
PGC1a acetyl inh	-13	2	-6	6	1	-3
EWS-Fli inh	-1	-8	6	5	-18	x
FN deposit inh	2	8	x	-3	-14	-1
ERAP1 HTS inh	4	-3	1	2	x	x
PglD DTNB	-5	x	4	-3	5	-7
LGR2 antag	5	1	20	-2	-3	x
S100A4 inh HTS	-1	-5	-6	1	x	x
PAX8 reporter	-1	x	-5	12	-9	-9

(13) CC1=C(C(=O)OC(C)C)C(c2cccs2)C(C(=O)OC(C)C)=C(C)N1
(14) CCNC(=O)C[C@H]1CC[C@@H]2[C@H](COc3ccc(NC(=O)Nc4ccccc4F)cc3C(=O)N2C)O1
(15) Cc1ccc(S(=O)(=O)N(C)C[C@H]2OCCCC[C@@H](C)Oc3ccc(NC(=O)CCCN(C)C)cc3C(=O)N([C@@H](C)CO)C[C@H]2C)cc1
(16) Cc1ccc(S(=O)(=O)Nc2ccc3c(c2)C(=O)N([C@@H](C)CO)C[C@H](C)[C@@H](CN(C)C(=O)c2ccccc2)OCCCC[C@@H](C)O3)cc1
(17) CCc1ccc(C(=O)NNC(=O)c2ccc(=O)n(C)n2)cc1
(18) CCC(C)NC(=O)Cn1c(COc2ccc(Cl)cc2Cl)nc2ccccc21 (centres undefined)

assay / entry	13	14	15	16	17	18
PGC1a acetyl inh	4	2	-8	3	x	-4
EWS-Fli inh	x	-5	9	14	x	x
FN deposit inh	-2	-27	-6	-6	x	4
ERAP1 HTS inh	x	-2	-3	0	2	x
PglD DTNB	4	2	5	-4	2	-9
LGR2 antag	8	-10	9	-26	16	-98
S100A4 inh HTS	x	-3	5	53	-4	x
PAX8 reporter	11	-8	3	-7	-4	-169

(19) CSCCC(NC(=O)COc1ccccc1)C(=O)NCc1cccs1 (centres undefined)
(20) Cc1ccnc(NS(=O)(=O)c2ccc(NC(=O)C3CC3)cc2)n1
(21) COC(=O)c1sccc1NC(=O)c1ccc(C(C)C)cc1
(22) COc1ccc(CN(C)C[C@@H]2Oc3ccc(NC(=O)Cc4cn(C)c5ccccc45)cc3CC(=O)N([C@@H](C)CO)C[C@H]2C)cc1
(23) COc1ccc(S(=O)(=O)N(C)C[C@H]2OCCCC[C@@H](C)Oc3ccc(NC(=O)NC(C)C)cc3C(=O)N([C@H](C)CO)C[C@H]2C)cc1
(24) Nc1cc(=O)[nH]c(SCC(=O)N2N=C(c3ccc4ccccc4c3)CC2c2ccccc2)n1 (centres undefined)

assay / entry	19	20	21	22	23	24
PGC1a acetyl inh	x	4	7	-11	-15	-3
EWS-Fli inh	-4	-1	-2	4	-6	1
FN deposit inh	x	3	-8	x	x	0
ERAP1 HTS inh	-6	0	0	-1	-6	1
PglD DTNB	-1	-6	3	x	1	-7
LGR2 antag	13	5	0	9	-1	-24
S100A4 inh HTS	-4	3	0	4	1	1
PAX8 reporter	8	x	-10	7	17	-44

(25) S=C(NCCN1CCCCC1)Nc1ccccc1
(26) COc1cccc(NC(=O)N(C)C[C@H]2Oc3cc(C#Cc4ccncc4)ccc3S(=O)(=O)N([C@@H](C)CO)C[C@@H]2C)c1
(27) COc1ccc(C(O)c2ncc(C(F)(F)F)cc2Cl)cc1 (centres undefined)
(28) COc1ccc2c3c([nH]c2c1)[C@H](CO)N(Cc1ccc(Cl)cc1)CC31CCN(Cc2ccccc2)CC1
(29) CCOc1ccc(OCC)c(S(=O)(=O)n2ccnc2C)c1
(30) CN1C(=O)[C@H]2[C@@H](c3ccc(C(F)(F)F)cc3)N[C@]3(CCCN(Cc4ccc(Cl)cc4)C3=O)[C@H]2C1=O

assay / entry	25	26	27	28	29	30
PGC1a acetyl inh	9	-24	-1	2	x	-2
EWS-Fli inh	7	34	6	-8	6	-4
FN deposit inh	-5	x	-3	x	5	-4
ERAP1 HTS inh	2	-4	0	0	2	x
PglD DTNB	x	0	0	x	2	-4
LGR2 antag	1	15	-6	11	-1	-5
S100A4 inh HTS	7	-19	3	5	2	-3
PAX8 reporter	-11	x	12	x	11	-26

(31) CO[C@@H]1CN(C)C(=O)c2cc(NC(=O)C3CC3)ccc2OC[C@H](C)N(CC2CCOCC2)C[C@H]1C
(32) COc1ccc(/C=C/C(=O)O)cc1S(=O)(=O)N1CCCc2ccccc21
(33) C/C=C/c1ccc([C@@H]2[C@@H](CO)N(S(=O)(=O)CC)C23CN(C(=O)CC)C3)cc1
(34) COc1ccc2c(=O)c(-c3ccc4c(c3)OCO4)coc2c1
(35) CS(=O)(=O)N(CCc1ccccc1)CC(=O)NCc1ccncc1
(36) CCC(=O)c1ccc(OCC(=O)Nc2ccccc2N2CCOCC2)cc1

assay / entry	31	32	33	34	35	36
PGC1a acetyl inh	8	1	3	x	-14	-6
EWS-Fli inh	-10	-4	0	32	x	3
FN deposit inh	-8	13	x	-8	x	1
ERAP1 HTS inh	3	-7	-2	x	-1	-5
PglD DTNB	1	2	x	1	1	1
LGR2 antag	13	-17	6	69*	-3	-10
S100A4 inh HTS	9	15	-1	x	-2	0
PAX8 reporter	-11	0	x	-6	x	22

(37) O=C1NC(=Nc2ccccc2)c2c1cccc2[N+](=O)[O-]
(38) Cc1ccc(-n2nc3c(c2NC(=O)c2ccccc2Br)CS(=O)C3)cc1 (centres undefined)
(39) C[C@@H]1CN([C@H](C)CO)C(=O)c2cc(-c3ccccc3F)cnc2O[C@@H]1CN(C)C(=O)C1CCCCC1
(40) Fc1ccc(-c2nnc(CN3CCC(c4nc5ccccc5s4)CC3)o2)cc1
(41) CCCCC(=O)Nc1nnc(S(=O)(=O)N(C)Cc2ccco2)s1
(42) C[C@@H]1CN([C@@H](C)CO)C(=O)Cc2cc(N(C)C)ccc2O[C@@H]1CN(C)C(=O)Nc1cccc2ccccc12

assay / entry	37	38	39	40	41	42
PGC1a acetyl inh	1	-7	-8	9	6	2
EWS-Fli inh	x	-4	-5	x	-2	-4
FN deposit inh	-7	-1	x	0	4	x
ERAP1 HTS inh	x	-6	-1	x	2	1
PglD DTNB	-3	1	1	2	-4	0
LGR2 antag	6	-14	2	x	6	8
S100A4 inh HTS	x	-1	7	x	13	-1
PAX8 reporter	-1	-7	-4	7	-6	4

(43) CCN(Cc1nc2ccccc2c(=O)[nH]1)C(=O)COc1ccccc1Cc1ccccc1
(44) CCC(=O)N1CCN(c2nc(C)nc3sc(C)c(C)c23)CC1
(45) O=C(CSCc1nc2c(nnn2Cc2ccc(F)cc2)c(=O)[nH]1)Nc1c(Cl)cc(Cl)cc1Cl
(46) C[C@@H]1CN([C@@H](C)CO)C(=O)CCCn2nncc2CO[C@@H]1CN(C)C(=O)Cc1ccccc1
(47) CN1CCN(CC(=O)NC(=O)NC2CCCCC2)CC1
(48) COC(=O)c1c(-c2ccc(OC)cc2)c2c(c3c4cc(OC)ccc4n(S(=O)(=O)c4ccc(C)cc4)c13)C(=O)N(C)C2
(49) CC(C)NC(=O)N(C)C[C@H]1OCCCC[C@@H](C)Oc2ccc(NC(=O)Nc3ccc4c(c3)OCO4)cc2C(=O)N([C@@H](C)CO)C[C@H]1C
(50) O=C1c2cccc3cccc(c23)C(=O)N1CCc1ccccc1

assay / entry	43	44	45	46	47	48	49	50
PGC1a acetyl inh	-5	8	1	6&-2&2	1	x	9	13
EWS-Fli inh	8	6	6	0&3&-1	-3	6	-4	-149
FN deposit inh	13	x	-2	4&-2	2	4	x	10
ERAP1 HTS inh	2	-3	5	-3&1&4	-1	-1	1	2
PglD DTNB	5	3	x	-2&1&-1	-5	x	-3	x
LGR2 antag	6	-2	x	12&3	-2	x	5	-10
S100A4 inh HTS	2	6	-1	4&-9&17	4	-5	-11	-1
PAX8 reporter	10	x	1	-7&0	-5	-4	0	-72

# Of the compounds above, these contain an aryl methoxy group.
(22) COc1ccc(CN(C)C[C@@H]2Oc3ccc(NC(=O)Cc4cn(C)c5ccccc45)cc3CC(=O)N([C@@H](C)CO)C[C@H]2C)cc1
(23) COc1ccc(S(=O)(=O)N(C)C[C@H]2OCCCC[C@@H](C)Oc3ccc(NC(=O)NC(C)C)cc3C(=O)N([C@H](C)CO)C[C@H]2C)cc1
(26) COc1cccc(NC(=O)N(C)C[C@H]2Oc3cc(C#Cc4ccncc4)ccc3S(=O)(=O)N([C@@H](C)CO)C[C@@H]2C)c1
(27) COc1ccc(C(O)c2ncc(C(F)(F)F)cc2Cl)cc1 (centres undefined)
(28) COc1ccc2c3c([nH]c2c1)[C@H](CO)N(Cc1ccc(Cl)cc1)CC31CCN(Cc2ccccc2)CC1
(32) COc1ccc(/C=C/C(=O)O)cc1S(=O)(=O)N1CCCc2ccccc21
(34) COc1ccc2c(=O)c(-c3ccc4c(c3)OCO4)coc2c1
(48) COC(=O)c1c(-c2ccc(OC)cc2)c2c(c3c4cc(OC)ccc4n(S(=O)(=O)c4ccc(C)cc4)c13)C(=O)N(C)C2

assay / entry	22	23	26	27	28	32	34	48
PGC1a acetyl inh	-11	-15	-24	-1	2	1	x	x
EWS-Fli inh	4	-6	34	6	-8	-4	32	6
FN deposit inh	x	x	x	-3	x	13	-8	4
ERAP1 HTS inh	-1	-6	-4	0	0	-7	x	-1
PglD DTNB	x	1	0	0	x	2	1	x
LGR2 antag	9	-1	15	-6	11	-17	69*	x
S100A4 inh HTS	4	1	-19	3	5	15	x	-5
PAX8 reporter	7	17	x	12	x	0	-6	-4
